Screening results deposited in PubChem BioAssay by National Center for Advancing Translational Sciences (NCATS).
Sm TGR block – qHTS Assay for the Inhibitors of Schistosoma Mansoni Peroxiredoxins | Schistosoma mansoni thioredoxin glutathione reductase (TGR), Q962Y6 | purified TGR, DTNB reduction, TNB absorbance 405 nm | Potency, µM (series often up to 114 µM), for inactives: at the top dose activity change, negative = inhibition, most hits filed as inhibitors | hit rate 3% among 360,000; also: potency is read from the fitted curve at half-maximal effect; % is scaled to controls: 0 for no effect and ±100 for the full control effect; nearly all actives have a fitted effect of over 60% in size
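TGR 20 nM + NADPH 100 uM (dispensed conc.), cpd preinc 15 min RT; start with NADPH (500 uM addition) then DTNB (15 mM addition). Kinetic TNB absorbance, 405 nm filter. Four-parameter Hill fit across titration.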
Shiga inhibitor – A qHTS for Small Molecule Inhibitors of Shiga Toxin; hit rate 9.2% among 290,000; AID 2315, 2010; Vero cells, Shiga toxin protein synthesis inhibition reporter; inhibition, % at 38.7 µM; in the data active = inhibition mostly above about 28%, no sharp cut-off; inactive = mostly below about 43%; also: 0% is about no effect
CHX counter – Cycloheximide Counterscreen for Small Molecule Inhibitors of Shiga Toxin; cell reporter, cycloheximide protein synthesis inhibition counterscreen; AID 2314, 2010; hit rate 12% among 300,000; max response, %; in the data active = max response mostly above about 13%, no sharp cut-off; inactive = mostly below about 14%; also: read at 38.3 µM for the half of the compounds with a filed dose; 0% is about no effect
Pf growth 48h – Primary qHTS for delayed death inhibitors of the malarial parasite plastid, 48 hour incubation | P. falciparum luciferase growth in erythrocytes, 48 h | Potency, µM (series often up to 28.7 µM), for inactives: at the highest dose activity change, negative = inhibition, usual class: inhibitors | hit rate 5.9% among 310,000 | AID 504832, 2011; also: potency is read from the fitted curve at half-maximal effect; % is scaled to controls: 0 for no effect and ±100 for the full control effect
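Cell-based growth assay: transgenic P. falciparum expressing firefly luciferase, cultured in red cells within RPMI 1640 containing 0.5% w/v Albumax, 24 mM bicarbonate and gentamycin. A drop in luciferase activity indicates inhibition.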
FBPA Giardia inh – qHTS Assay for Inhibitors of Fructose-1,6-bisphosphate Aldolase from Giardia Lamblia. A8B2U2. purified Giardia FBPA. Potency, µM (doses to about 59.6 µM), inactives show top-dose activity, negative = inhibition, hits mostly inhibitors. hit rate 0.71% among 290,000. AID 2451, 2010; also: potency is read from the fitted curve at half-maximal effect; % is scaled to controls: 0 for no effect and ±100 for the full control effect; nearly all actives have a fitted effect of over 55% in size
Target sequence (A8B2U2 whole entry, looked up): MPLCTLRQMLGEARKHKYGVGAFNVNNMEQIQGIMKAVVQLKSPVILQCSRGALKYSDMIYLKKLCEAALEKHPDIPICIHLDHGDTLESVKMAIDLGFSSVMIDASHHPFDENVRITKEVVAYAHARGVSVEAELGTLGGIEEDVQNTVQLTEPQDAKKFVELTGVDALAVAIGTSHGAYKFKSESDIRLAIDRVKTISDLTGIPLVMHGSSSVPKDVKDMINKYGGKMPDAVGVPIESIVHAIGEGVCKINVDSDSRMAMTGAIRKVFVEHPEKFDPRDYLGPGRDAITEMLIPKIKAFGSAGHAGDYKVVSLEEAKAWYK
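Giardia FBPA (40 nM reagent) was preincubated 10 min at RT with compound (up to 57.5 uM final), then substrate plus GAPDH/TPI/NAD/arsenate coupling system with diaphorase/resazurin was added; resorufin fluorescence (525/598 nm) was read after 20 min.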
Pf growth 96h – Primary qHTS for delayed death inhibitors of the malarial parasite plastid, 96 hour incubation; Potency, µM (top dose mostly 28.7 µM), for inactives: at the top dose activity change, negative = inhibition, hits mostly inhibitors; P. falciparum luciferase reporter growth, 96 h; AID 504834, 2011; hit rate 6.9% among 320,000; also: potency is read from the fitted curve at half-maximal effect; % is scaled to controls: 0 for no effect and ±100 for the full control effect
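Two parasite generations (96 h, 37 C, 5% CO2) of compound exposure in infected erythrocytes (0.05% parasitemia, 2% hematocrit). Luciferase-reporter P. falciparum; decreased luminescence indicates inhibited growth, aimed at apicoplast-acting delayed death.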
* marks the source's active call; other numbers are inactive results; ? = inconclusive; nt = not tested or not shown; & = joins results of further samples; [ ] = another dose, or the depositor's remark. Unless noted, calls follow the shape of the dose curve; as a rule, active = well fitted curve in the direction sought with a large enough effect; inconclusive = small, poorly fitted or top-dose-only effect, or another doubt; inactive = no such curve, though single readings can be large; an effect the other way counts as inactive or inconclusive.

Every second line gives: Pf growth 48h | Shiga inhibitor | FBPA Giardia inh | Pf growth 96h | Sm TGR block | CHX counter
COc1ccc(CCNC(=O)c2ccc(-c3cccc([N+](=O)[O-])c3)o2)cc1OC
    -9% | 6 | 0% | -12% | nt | 10
COc1ccc(/C(N)=N/OC(=O)c2cc(-c3ccccc3)nc3ccccc23)cc1
    33%[activator] | -24 | 4% | 98%[activator] | -1% | 0
CNCCCNC(=O)c1ccc(/C=N/O)nc1
    -9% | -7 | 16µM* | 167%[activator] | -35% | 1
Cc1cccc(C(=O)N2CCC(=O)N([C@H](COCc3ccccc3)Cc3ccccc3)CC2)c1
    nt | -4 | 3% | nt | nt | -2
CC(C)N=C1NN=C(c2ccc(Cl)c(Cl)c2)CS1
    -64% | 102* | 2% | -47% | 8% | 38*
O=C(CSc1nc2[nH]ncc2c(=O)n1-c1ccccc1)c1ccc2c(c1)OCCO2
    ? | -6 | 0% | nt | -2% | -1
Cc1ccccc1-n1c(=O)/c(=C\c2ccco2)s/c1=C(/C#N)C(=O)Nc1ccccc1
    1.5µM* | -3 | -29% | 10% | 0% | 8
CCn1c(SCC(=O)Nc2cc(C)on2)nc2c(c1=O)SCC2
    ? | -6 | nt | -6% | -8% | -2
Cn1c(-c2ccc(C=O)s2)nc2c3ccccc3c3ccccc3c21
    nt | -6 | -27% | 10% | 0% | 7
Cc1ccc[n+](/C(=C\C(=C=[N-])C#N)C(=O)c2ccc(Cl)cc2)c1
    -4% | 15 | -5% | 28% | 3% | -3
O=C(NCc1cccs1)c1ccc(N2CCCCC2)nc1
    ? | 112* | -9% | -22% | -1% | 53*
CCc1cccc(NC(=S)Nc2ccc(CN3CCOCC3)cc2)c1
    -11% | -6 | -5% | ? | -21% | 4
O=C(COc1ccc(Cl)cc1Cl)N/N=C/C1CC=CCC1 (configuration not stated)
    -7% | -17 | nt | ? | 3% | 11
COC(=O)c1ccccc1S(=O)(=O)N1CCC(C(=O)NCCC2=CCCCC2)CC1
    ? | nt | nt | -20% | -21% | nt
CC(C)(C)C1CCC2(CC1)CC(=O)c1ccccc1O2 (configuration not stated)
    ? | -3 | 4% | -8% | 12% | -3
CC(=O)Oc1ccc(C(c2ccc(OC(C)=O)cc2)c2ccccn2)cc1
    -6%&-4% | -3 | 14% | 6%&-8% | 40%[activator] | -2
COc1cc(CNn2cn[nH]c2=S)cc(Cl)c1OCc1ccccc1
    -22% | -14 | -3% | ? | -13% | -2
COc1cccc(NC(=O)C2CCN(C(=O)[C@@H]3Cc4ccccc4CN3C(=O)OC(C)(C)C)CC2)c1
    10µM* | 12 | nt | ? | -1% | 15
CN(C)/C=N/c1nc2ccc3c(c2s1)CCCC3
    129%[activator] | 87* | -15% | ? | ? | 36*
Cc1ccccc1OCCN1C(=O)C(=O)c2cccc(C)c21
    ? | -9 | -5% | -19% | -5% | -1

Grouped by structure: the entries above with a furan ring, fused or not
Every second line gives: Pf growth 48h | Shiga inhibitor | FBPA Giardia inh | Pf growth 96h | Sm TGR block | CHX counter
COc1ccc(CCNC(=O)c2ccc(-c3cccc([N+](=O)[O-])c3)o2)cc1OC
    -9% | 6 | 0% | -12% | nt | 10
Cc1ccccc1-n1c(=O)/c(=C\c2ccco2)s/c1=C(/C#N)C(=O)Nc1ccccc1
    1.5µM* | -3 | -29% | 10% | 0% | 8

Later entries
Every second line gives: Pf growth 48h | Shiga inhibitor | FBPA Giardia inh | Pf growth 96h | Sm TGR block | CHX counter
CCCCc1nc2cc(C(=O)N3CCN(c4cnccn4)CC3)ccc2o1
    -4% | 11 | 12% | -24% | -9% | 11
CSc1ncccc1C(=O)OCC(=O)Nc1ccc(S(=O)(=O)N2CCCC2)cc1
    10% | -12 | -2% | 0% | -9% | -4
Cc1nc(C(F)(F)F)c(C(=O)N=CN(C)C)s1
    -5% | -19 | 0% | 19% | -1% | -3
CCOc1ccccc1NC(=O)CN1CCN(C(=O)C2CCCO2)CC1 (configuration not stated)
    8% | -3 | nt | ? | 2% | 1
Cc1ccc2occ(CN3CCN(Cc4ccccc4)CC3)c(=O)c2c1
    59%[activator] | 61* | -11% | 134%[activator] | -13% | 42*
COc1ccccc1CNc1ncc(-c2ccc(F)cc2)n1C
    ? | 19 | -26% | ? | -7% | 7.6*
C(=N\n1c2ccccc2c2ccccc21)/c1ccccc1
    45%[activator] | -5 | 2% | -6% | 9% | 1
O=C(O)c1ccc(S(=O)(=O)N[C@H](Cc2ccc(O)cc2)C(=O)O)cc1
    4% | 16 | 16% | 9% | ? | -7
O=C(Cn1c2[n+](c3ccc(C(F)(F)F)cc31)CCCCC2)Nc1ccccc1
    ? | 9 | -12% | ? | -8% | -3
O=C(O)/C=C/C(=O)Nc1ccc(C2(c3ccc(NC(=O)/C=C/C(=O)O)cc3)c3ccccc3-c3ccccc32)cc1
    ? | -4 | 2% | 28% | ? | 0
CCN(CC)S(=O)(=O)c1ccc(C(=O)NC(C)(C)C)cc1
    -4% | -12 | 9% | -2% | 0% | 9
NC(=O)CN1C(=O)NC2(CCOc3ccccc32)C1=O (configuration not stated)
    41%[activator] | -2 | -2% | 0% | -10% | 11
Cc1ccc(NC(=O)CSc2nnc(Cn3cnc4ccccc43)o2)c(C)c1
    66%[activator] | 70 | 1% | 54%[activator] | -7% | -2
Cc1ccc(C)c(NC(=O)CN(C)S(=O)(=O)c2cccc3cccnc23)c1
    -2% | -10 | 4% | 0% | 4%&-1% | -2
CC(=O)Nc1ccc(Nc2cc(C)nc3c(-c4ccccc4)cnn23)cc1
    1% | 71* | 1% | 0% | 0% | 34*
COc1ccc(-n2ncc(C(C)NS(=O)(=O)c3cc(F)ccc3C)c2C)cc1 (configuration not stated)
    -10% | -4 | nt | 6% | 6% | 21*
O=C(Cc1ccccc1F)NCC(c1ccco1)N1CCCCC1 (configuration not stated)
    24% | 12 | 3% | ? | -7% | 1
O=c1cc(-c2ccccc2)[nH]n1-c1ccc([N+](=O)[O-])cc1
    ? | 71* | 0% | ? | 3% | 35*
COCCNc1nc(SCc2ccccc2)nc2sc3c(c12)CCC3
    ? | 1 | 1% | ? | -26% | 2
COc1ccc(C(=O)NNC(=O)C(=O)NC2CCCCC2)cc1
    18% | -5 | nt | ? | -4% | -1
Cc1ccc(/C=C2\SC(=S)N(c3c(C)n(C)n(-c4ccccc4)c3=O)C2=O)cc1
    1% | -12 | 13% | 24% | -12% | -2
COc1ccc(CNC(=O)CN2CCC(C(=O)c3ccc(OC)cc3)CC2)cc1
    ? | -16 | -2% | nt | -11% | -4
CCOC(=O)C1=NN(c2ccc(Cl)cc2)C(=O)C1
    63%[activator] | 121* | -3% | 3% | 2% | 57*
Cc1cc(C)c2c(CC(=O)NC3CCS(=O)(=O)C3)coc2c1 (configuration not stated)
    22% | 13 | -1% | ? | -9% | 9
Cc1cc(-c2nnc(SCc3cccnc3)o2)no1
    25% | 20 | 10% | nt | 4% | 22
CC1(C)CC(=O)C2=C(C1)NC(=O)CC2C(=O)NCc1ccc(F)cc1 (configuration not stated)
    15% | 27 | 8% | ? | 6% | -4
COc1ccc(/C=C2/SC(=S)N(CCCC(=O)Nc3ccccc3C(=O)O)C2=O)cc1
    5% | -10 | -4% | ? | -7% | -10
COc1cccc(C2CC(=O)Nc3n[nH]c(-c4ccccc4)c32)c1OC (configuration not stated)
    28% | -3 | 0% | ? | 9% | 6
O=C(CN1C(=O)C2CC=CCC2C1=O)Nc1ccc(S(=O)(=O)Nc2ncccn2)cc1 (configuration not stated)
    -5% | -8 | 8% | 21% | 2% | -3
COc1ccc(-c2nc3ccccn3c2NC2CCCCC2)cc1SC1CCCCC1
    12µM* | nt | nt | ? | 0% | nt
CCC1CCCCN1CCCNC(=O)c1c(O)nc2ccccn2c1=O (configuration not stated)
    8% | -11 | 6% | ? | 2%&-2% | -4
O=C(NC1CCC1)C1CCC(=O)N(Cc2ccccc2F)C1 (configuration not stated)
    ? | 8 | nt | ? | 0% | 32*
CN(C)C(CNC(=O)c1ccccc1OCc1ccc(Cl)cc1)c1ccco1 (configuration not stated)
    ? | nt | nt | ? | 5% | nt
Cc1ccc(C(=O)NCCN(C)C)c(C)c1
    -1% | -2 | 0% | 8% | 5% | 0
CSc1nncc(/C(C)=N/O)n1
    -27% | 2 | 6% | 15% | -2% | -2
Cc1cccc(NC(=O)c2cc(S(=O)(=O)c3ccccc3)ccc2Cl)c1
    nt | -8 | -6% | -83% | 0% | -3
COc1ccc(CNCCc2ccc3c(c2)OCO3)cc1Br
    10% | -6 | ? | 60%[activator] | -24% | -3
O=C(COC(=O)c1cccc(N2C(=O)C3CC=CCC3C2=O)c1)c1ccccc1 (configuration not stated)
    11% | 55* | -5% | -24% | -35% | 27*
COc1ccc(/C=C/c2nnc(NC(=O)COc3ccc(C)cc3)s2)cc1
    32%[activator] | -9 | -2% | 25% | 1% | 14*
COc1ccc(N2CCN(C(=O)COC(=O)CNC(=O)c3ccccc3)CC2)cc1
    2% | -21 | nt | 7% | -21% | -2
CC(Nc1cc(N2CCN(S(=O)(=O)N(C)C)CC2)ccc1[N+](=O)[O-])c1ccccc1 (configuration not stated)
    15µM* | 2 | ? | 182%[activator] | nt | 2
CCOc1cc(C)c(C(C)C)cc1S(=O)(=O)N1CC(C)OC(C)C1 (configuration not stated)
    13µM* | -9 | 2% | nt | 3% | -2
CCOC(=O)N1CCN(C(=O)c2cccc(N3C(=O)NC4CC3(C)Oc3ccccc34)c2)CC1 (configuration not stated)
    -15% | -10 | nt | 1.9µM* | -7% | -2
Cc1ccc(C(c2nnnn2C2CCCC2)N2c3ccccc3CC2C)cc1 (configuration not stated)
    13µM* | 22 | -7% | ? | -11% | 13
Cc1ccccc1NC1=CC(=O)CC(C)(C)C1
    -16% | -12 | 4% | -7% | -14% | 2
Cc1c(Cl)cccc1N1C(=O)NC(=O)/C(=C\c2cc(C)n(-c3cccc(C(=O)O)c3C)c2C)C1=O
    25% | -9 | -15% | -44% | -13% | -3
O=C(O)/C(=C\c1ccccc1Cl)c1ccc(S(=O)(=O)N2CCCCC2)s1
    -5% | -7 | 13% | ? | -9% | -4
CCOC(=O)N1CC=C2C(C#N)=C(N)C(C#N)(C#N)[C@H](c3cccs3)[C@H]2C1
    ? | -10 | ? | 39% | -1% | -3
COC(=O)c1ccc(COc2ccc(Cl)cc2)o1
    32%[activator] | 75* | -3% | -8% | -35% | 20*
Cc1ccc(C)c(-c2nc3cc(N)ccc3o2)c1
    37%[activator] | 28* | -9% | nt | 3% | 11
CCOC(=O)c1cc(-c2csc(COc3ccc(Cl)cc3)n2)on1
    -6% | -8 | 8% | -1% | 11% | -2
O=C(C[n+]1cccc(CNC(=O)c2ccc(OC(F)F)cc2)c1)Nc1cc(C(F)(F)F)ccc1Cl
    1.7µM* | -7 | -1% | 0.93µM* | 4% | -2
COc1ccc(CN2C(=NC(=O)c3ccccc3)SC3CS(=O)(=O)CC32)cc1 (configuration not stated)
    -11% | 1 | -5% | 3% | -3% | -3
N#CCCn1cc(C(=O)Nc2ccccc2Br)c(-c2ccc([N+](=O)[O-])cc2)n1
    12% | -11 | 1% | 7% | -10% | -2
Cc1ccc(NC(=O)Cn2nnc(C(=O)Nc3ccc(F)c(Cl)c3)c2N)cc1
    15% | -3 | 4% | 38%[activator] | -11% | 7
Cc1ccc(-c2csc(NC(=O)c3c(C)noc3C)n2)cc1
    14% | nt | nt | 42%[activator] | -14% | nt
